From PubChem BioAssay
TAAR1 antag: antagonists of human TAAR1. Q96RJ0. CHO RD-HGA16 TAAR1, Fluo-8 calcium fluorescence, antagonist. inhibition, % at 3 µM. hit rate 1.5% among 360,000. AID 624466;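 active = inhibition above a per-plate cutoff, the mean inhibition of test compounds on that plate plus 3 SD, cut at about 49% in these data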;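 note: 0% = DMSO plus EC80 beta-PEA response and 100% = DMSO alone without agonist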
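Material: RD-HGA16 CHO cells with stable hTAAR1 and Gα16; Dosing: single nominal final test compound concentration of 3 µM; Schedule: seeding 17-24 h prior, 75-min 37 °C, 30-min RT dye loading; Detection: kinetic Fluo-8 calcium fluorescence measurement; Measure: % inhibition from peak post-agonist over basal fluorescence ratio; Benchmarks: vehicle and agonist controls.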
CRFR2-BP ag: agonists of human CRF-binding protein/CRF-R2 receptor complex; AID 588473; activation, % at 13.2 µM; HEK293 CRF-R2/CRF-BP, calcium dye fluorescence (FLIPR); percent of saturating CRF peptide response; hit rate 0.46% among 350,000;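 active = activation of at least 50%, plus an integration ratio under a set limit after plate pattern correction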;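 note: plate controls were neutral control wells without compound for no effect and CRF at EC100 for full effect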
M5 ag: CHRM5 agonism in calcium assay | hit rate 0.19% among 360,000 | AID 624037 | CHO-K1 hM5 cells, Fluo-8 calcium fluorescence; 0% DMSO wells, 100% maximal acetylcholine response | P08912 | activation, % at 3 µM;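 active = activation above the run's mean over test compounds plus 3 SD, cut at about 23% in these data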;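 note: signal is peak over basal fluorescence ratio across the kinetic read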
Target sequence (P08912 whole entry, looked up): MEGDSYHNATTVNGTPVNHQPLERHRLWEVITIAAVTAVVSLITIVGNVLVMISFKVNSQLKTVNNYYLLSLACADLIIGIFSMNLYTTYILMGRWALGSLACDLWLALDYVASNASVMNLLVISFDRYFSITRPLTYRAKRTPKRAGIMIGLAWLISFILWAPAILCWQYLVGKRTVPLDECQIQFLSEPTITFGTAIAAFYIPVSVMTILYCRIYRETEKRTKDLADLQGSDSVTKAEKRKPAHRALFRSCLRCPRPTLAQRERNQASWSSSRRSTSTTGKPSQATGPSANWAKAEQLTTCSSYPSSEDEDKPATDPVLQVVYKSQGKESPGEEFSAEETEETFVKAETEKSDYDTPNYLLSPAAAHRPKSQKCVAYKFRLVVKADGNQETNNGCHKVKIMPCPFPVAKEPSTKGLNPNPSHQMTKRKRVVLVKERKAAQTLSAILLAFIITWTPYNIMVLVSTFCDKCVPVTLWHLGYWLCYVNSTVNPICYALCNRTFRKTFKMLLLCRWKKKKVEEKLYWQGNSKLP
CHO-K1 Ca PAM: M1 PAM counterscreen hit in parental CHO-K1 cells | activation, % at 3 µM | hit rate 0.02% among 360,000 | ATP EC20, Fluo-8 calcium fluorescence; 0% at ATP EC20, 100% at ATP max;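 active = activation above the run cutoff, the mean activation of all test compounds plus 3 SD, cut at about 40% in these data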;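 note: peak over basal fluorescence ratio in a 140 s read after ATP addition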
TAAR1 ag: agonists of human TAAR1; Q96RJ0; CHO RD-HGA16 TAAR1, Fluo-8 calcium fluorescence; vehicle wells 0%, saturating PEA agonist 100%; activation, % at 3 µM; hit rate 0.99% among 360,000; AID 624467;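 active = activation above the mean activation of all test compounds in the run plus 3 SD, cut at about 38% in these data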
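test system = CHO RD-HGA16 cells carrying human TAAR1 plus Gα16 | schedule = 17-24 h seeding, 75 min 37 °C dye, 30 min RT | compound dosing = 3 µM single concentration | control set = DMSO and PEA EC100 | replicates = n 1 | signal = Fluo-8 fluorescence, 5 s baseline then 140 s kinetic read | measure = percent activation vs PEA EC100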
CRFBP-R2 block: blocks CRF-induced signaling of the CRF-BP/CRF-R2 complex; HEK293 CRF-R2/CRF-BP, CRF-induced calcium fluorescence; inhibition, % at 11.8 µM; hit rate 0.59% among 350,000;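 active = inhibition of the ligand-induced calcium signal above about 50% at the single tested concentration, limit read from the data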
M5 antag: blocks acetylcholine activation of human M5 receptor; P08912; CHO-hM5 cells, Fluo-8 calcium fluorescence, ACh EC80; inhibition, % at 3 µM; hit rate 0.59% among 360,000; AID 624040;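 active = inhibition above a per-plate cutoff, the mean of that plate's test compounds plus 3 SD, cut at about 27% in these data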;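 note: 0% = acetylcholine EC80 with DMSO and 100% = DMSO without agonist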
M4 PAM: CHRM4 positive allosteric modulation; P08173; CHO-K1 hM4/Gqi5, Fluo-8 calcium fluorescence, ACh EC20; 0% = ACh EC20, 100% = maximal ACh; activation, % at 3 µM; hit rate 0.4% among 360,000;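 active = activation above its plate's cutoff, the mean activation of sample wells plus 3 SD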; note: some results filed as inactive read as strong as hits
Target sequence (P08173 whole entry, looked up): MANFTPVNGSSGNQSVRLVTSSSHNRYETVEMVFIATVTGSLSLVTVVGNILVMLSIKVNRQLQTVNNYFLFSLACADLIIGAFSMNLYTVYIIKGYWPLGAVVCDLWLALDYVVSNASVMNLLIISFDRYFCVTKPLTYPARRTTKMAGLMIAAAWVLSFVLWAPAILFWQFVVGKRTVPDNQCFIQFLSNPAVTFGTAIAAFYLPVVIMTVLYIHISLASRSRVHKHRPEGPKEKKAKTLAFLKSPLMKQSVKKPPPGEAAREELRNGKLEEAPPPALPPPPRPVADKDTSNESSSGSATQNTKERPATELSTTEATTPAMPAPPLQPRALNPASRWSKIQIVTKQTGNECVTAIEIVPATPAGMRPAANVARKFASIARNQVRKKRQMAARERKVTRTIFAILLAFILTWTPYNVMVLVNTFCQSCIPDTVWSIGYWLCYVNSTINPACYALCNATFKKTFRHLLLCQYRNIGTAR
CHRM5 PAM: potentiates acetylcholine response at human M5 receptor; P08912; CHO-K1 hM5, Fluo-8 calcium, ACh EC20 PAM; 0% = ACh EC20, 100% = ACh EC100; activation, % at 3 µM; hit rate 0.3% among 360,000;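 active = activation above the run cutoff, the mean activation of all test compounds plus 3 SD, cut at about 18% in these data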
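Replicates: One well per compound, no replicates | System: Human M5 receptor in CHO-K1 cells | Benchmarks: Low control EC20 acetylcholine (0%), high control EC100 acetylcholine (100%) | Probe or stimulus: Acetylcholine, EC20 level | Times: Fluo-8 loading 80 min at 37 °C plus 30 min room temperature | Signal: Intracellular calcium via Fluo-8 fluorescence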
* marks the source's active call; other numbers are inactive results; . = not tested or not shown.

structure	TAAR1 antag	CRFR2-BP ag	M5 ag	CHO-K1 Ca PAM	TAAR1 ag	CRFBP-R2 block	M5 antag	M4 PAM	CHRM5 PAM
Cn1c(=O)nc2n(Cc3ccccc3)c3cccc(Cl)c3cc-2c1=O	-7	6.6	-3	23	0	3	-4	2	-4
CN(C(=O)COC(=O)Cc1c[nH]c2ccccc12)c1c(N)n(Cc2ccccc2)c(=O)[nH]c1=O	-1	-0.3	1	15	3	-1	11	2	6
Cc1ccc(C(=O)NCCCc2ccccc2)c(Cl)c1	4	1.4	0	19	-1	3	0	2	0
COc1cc2c(cc1OC)C(c1ccccc1)NCC2 (stereo not drawn)	3	0.8	-3	-2	0	-30	4	-8	-7
CC1C(=O)N(Cc2cn(Cc3ccco3)nn2)CCS(=O)(=O)N1Cc1ccc(-c2ccc(Cl)cc2)cc1 (stereo not drawn)	14	0.1	-1	-11	0	-14	-1	3	2
CCC1CCCCN1C(=O)CSc1nnc(-c2ccc(Cl)cc2)o1 (stereo not drawn)	-19	-1.6	2	15	-1	8	-3	6	-1
COc1ccc(N(CC(O)Cn2c3ccccc3c3ccccc32)S(=O)(=O)c2ccccc2)cc1 (stereo not drawn)	25	4.4	-3	-6	5	3	3	6	-3
O=C(COC(=O)CSc1ccc(F)cc1)NC1CC1	-25	-2.6	1	1	3	12	-3	2	-3
O=C1c2ccccc2C(=O)N1CCCCCCc1ccccc1	36	1.2	0	13	2	6	15	8	-4
COc1ccc(CC(=O)Nc2nc(-c3ccc(OC)c(OC)c3)cs2)cc1OC	47	0.3	23*	17	14	5	-1	-1	-12
CCCOc1ccc(C(=O)c2ccccc2C(=O)O)cc1OCCC	0	0.0	5	25	0	4	-10	4	12
CCOc1ccc(NC(=O)CN(C)C(=O)c2cn3ccccc3n2)cc1OCC	2	-1.8	-2	-13	0	13	5	4	3
C=CCn1cnc2c(nnn2-c2ccc(C)c(C)c2)c1=O	-27	-3.6	1	23	1	10	4	-1	-3
COc1ccc(C(=O)COC(=O)c2ccccn2)cc1OC	6	-2.0	0	-15	0	8	-9	4	10
Cc1ccc(-c2nc3ccccc3[nH]2)cn1	3	1.0	-3	3	0	-8	12	-4	-7
O=C(COC(=O)CCS(=O)(=O)c1ccccc1)Nc1ccccc1	15	-0.6	2	7	2	3	7	-1	-4
O=C(CC1SC(=Nc2ccc(OC(F)F)cc2)N(CCN2CCOCC2)C1=O)Nc1ccc(F)cc1F (stereo not drawn)	-4	3.8	-1	6	5	-9	4	-5	-11
CCCN=C1N(CC)C[C@@H]2[C@@H]3C(=O)N(Cc4ccccc4)C(=O)[C@@H]3[C@](C)(C(=O)OC)N12	-15	1.1	-1	13	2	2	7	7	-6
CCOC(=O)C1=C(c2ccccc2)NC(=O)NC1c1cc(Cl)c(O)c(OC)c1 (stereo not drawn)	9	-1.5	-2	8	10	-8	-4	0	-3
CCCCC(CC(O)COCCC)C(=O)NN (stereo not drawn)	-12	-2.5	-4	25	1	4	4	6	-2

Some of the entries above in another layout.
O=C1c2ccccc2C(=O)N1CCCCCCc1ccccc1
  TAAR1 antag = 36; CRFR2-BP ag = 1.2; M5 ag = 0; CHO-K1 Ca PAM = 13; TAAR1 ag = 2; CRFBP-R2 block = 6; M5 antag = 15; M4 PAM = 8; CHRM5 PAM = -4
COc1ccc(CC(=O)Nc2nc(-c3ccc(OC)c(OC)c3)cs2)cc1OC
  TAAR1 antag = 47; CRFR2-BP ag = 0.3; M5 ag = 23*; CHO-K1 Ca PAM = 17; TAAR1 ag = 14; CRFBP-R2 block = 5; M5 antag = -1; M4 PAM = -1; CHRM5 PAM = -12

The listing continues.
structure	TAAR1 antag	CRFR2-BP ag	M5 ag	CHO-K1 Ca PAM	TAAR1 ag	CRFBP-R2 block	M5 antag	M4 PAM	CHRM5 PAM
Cc1cccc2nc3ccccc3nc12	-32	-1.2	-1	-8	0	-13	14	-6	-5
COc1ccc(-c2nc3c(s2)CN(S(C)(=O)=O)CC3)cc1OC	2	-0.1	-2	6	8	-8	15	0	-7
c1ccc(Nc2scc(-c3ccccc3)[n+]2Cc2ccco2)cc1	12	-0.9	-10	11	-2	11	1	-15	-8
CCN1CCN(C(=O)/C=C/c2ccccc2[N+](=O)[O-])CC1	-19	-0.8	-2	23	4	2	-7	8	4
O=C(NC1=NCCS1)c1cc(-c2ccc(F)cc2)nc2ccccc12	48	-3.3	5	-10	6	0	4	-9	-11
Cc1cc(Cl)c2oc(C(=O)NCC(C)(C)N3CCOCC3)c(C)c2c1	-12	-0.6	-5	17	1	-9	16	-5	-6
COc1ccc(-c2nc3c(c(SCC(=O)N4CCOCC4)n2)Cc2c(CO)cnc(C)c2O3)cc1	-12	-0.3	2	14	5	10	1	2	-1
Cc1c(NC(=O)Cn2[nH]c(=O)c3ccccc3c2=O)c(=O)n(-c2ccccc2)n1C	-8	1.4	-2	18	2	6	-1	3	1
CCOCCCn1c(SCC(=O)Nc2oc(C)c3c(C)n[nH]c(=O)c23)nc2ccccc2c1=O	-19	-1.1	0	11	3	9	9	11	-2
CCCCc1ccc(NC(=O)NCc2cccnc2)cc1	-18	-2.6	0	-2	0	7	3	-2	3
CC(Oc1ccc(Cl)cc1Cl)C(=O)NC(Cc1ccccc1)C(=O)O (stereo not drawn)	-21	-0.5	1	6	3	-2	10	3	-2
Cn1c(SCC(=O)Nc2nccs2)nnc1-c1ccco1	-4	-0.7	-3	5	2	9	-4	6	5
CCSc1nnc(SCC(=O)c2c(N)n(C)c(=O)n(C)c2=O)s1	3	4.1	4	-24	6	-14	3	14	-2
COc1ccc(S(=O)(=O)NCCC(C)C)cc1C	6	0.9	-4	13	5	3	-4	3	-5
FC(F)(F)c1cnc(NNC(=S)Nc2ccc(Cl)cc2)c(Cl)c1	13	52*	10	6	8	39	18	-5	-13
CC1C(=O)NN=C1C(=O)N/N=C\c1ccc(O)cc1O (stereo not drawn)	-8	0.7	-3	29	3	-7	-6	29*	5
O=C(CCC1CCCC1)c1c(O)c2ccccc2oc1=O	-29	89*	1	17	15	66*	2	-1	-3
CCOc1ccc(S(=O)(=O)NC(C)C(=O)NCc2ccc3c(c2)OCO3)cc1 (stereo not drawn)	-16	0.5	-1	7	0	11	2	2	-1
COc1ccc(/C(C)=N/Nc2cccc(C(=O)O)c2)cc1OC	7	0.2	-1	6	1	8	11	-4	-1
CCCCNC(=S)N=Nc1c(O)[nH]c2ccccc12	-19	-2.3	-1	7	-1	-14	1	0	-3
NNC(=O)c1sccc1OCc1ccc(Cl)cc1Cl	13	1.1	3	1	9	-13	5	4	-8
COC(=O)c1ccccc1NC(=O)Cn1nnc(-c2ccc(OC)cc2)n1	2	1.5	1	2	16	-15	-2	-11	3
CCOc1ccc(NC(=O)N2CCC(C(=O)c3ccc(F)cc3)CC2)cc1	-6	-0.6	-1	-6	2	3	-4	3	0
COc1ccc(S(=O)(=O)N2CCCCCC2)cc1NC(=O)c1ccccc1	0	2.0	2	7	0	2	2	5	7
COc1ccc(-c2noc(-c3ccc(C)cc3)n2)cc1	-20	-0.1	1	27	7	0	-7	7	2
NC(=O)c1ccnc2c(O)cccc12	5	-0.2	1	10	1	-1	-1	9	-2
CC(C)CC(C(=O)O)N(Cc1ccccc1)Cc1ccccc1 (stereo not drawn)	4	-2.1	-6	-10	0	-46	3	0	1
Cc1ccnc(S(=O)(=O)Cc2ccc([N+](=O)[O-])cc2)n1	-11	-1.2	-4	6	4	23	10	1	-3
COc1ccc(CNC(=O)C2CCN(S(=O)(=O)N3CCC4(CC3)OCCO4)CC2)c(OC)c1	3	-4.2	-2	23	0	-19	6	15	-2
O=C(N/N=C/C=C/c1ccccc1)c1n[nH]c2c1CCC2	3	-1.1	0	-6	13	26	2	-3	-5
COc1cc2c(cc1OC)C(/C(C#N)=N\O)=NC(C)(C)C2	-14	-1.4	-2	20	4	3	-4	2	6
CCc1cc(CNC(=O)C2CCC(=O)N(CCc3ccc(OC)cc3)C2)on1 (stereo not drawn)	0	-2.9	-4	2	0	3	28*	0	-14
COCCCN1CC(=O)N2Cc3[nH]c4ccccc4c3C[C@H]2C1=O	-3	0.2	-1	-1	1	5	5	0	-2
COc1ccc(N2C(=O)C3C(C2=O)C(C(=O)c2ccccc2)N2CCCC32)cc1 (stereo not drawn)	-28	-0.1	2	12	2	-4	-12	-7	3
CC(C)Nc1ncnc2c1ncn2[C@H]1CN(Cc2ccc(-c3ccccc3)cc2)C[C@@H](CO)O1	6	.	6	-4	10	.	21	-5	-12
CC(C)(C)c1ccc(-c2nnc(N)s2)cc1	11	0.8	6	23	10	17	7	1	0
COc1ccc2nc(NC(=O)[C@@H]3CCCN3C(=O)c3cccs3)sc2c1	3	-0.5	-1	5	0	-19	-9	3	0
C#CCNC(=O)C1=C[C@H](c2coc3ccccc3c2=O)[C@@H](CCCO)[C@H](OCC)O1	11	1.3	1	1	5	-9	-6	10	1
Cc1ccc(NC(=O)c2sc(N)nc2-c2ccc([N+](=O)[O-])cc2)c(C)c1	-17	-0.4	-1	-6	-1	2	5	-1	2
CCN(c1ccccc1)S(=O)(=O)c1ccc(Cl)nc1	-46	-2.0	-9	17	1	-2	2	0	9
Cc1ccnc(NS(=O)(=O)c2ccc(-n3cccn3)cc2)c1	-1	-0.2	-4	2	1	-15	2	3	-2
Cc1ccc(-c2nnc(SCC(=O)N3CCN(c4ccccc4)CC3)o2)cc1	5	-1.3	-3	20	-1	88*	5	1	4
O=C(CCN1C(=O)CC1c1ccco1)N1CCOCC1 (stereo not drawn)	.	.	1	20	.	.	-3	7	3
COC(=O)c1ccc(NC(=O)Cc2ccc(C)cc2)cc1	19	-1.3	-4	20	8	26	5	-4	-8
COc1ccc(C(=O)NC2CC2)cc1OC1CCN(Cc2ccc(NC(C)=O)cc2)CC1	-14	3.9	-1	0	10	-6	-1	-4	0
O=C(Nc1nc(-c2cccnc2)cs1)c1cccc([N+](=O)[O-])c1	-2	5.2	2	10	2	-10	-2	4	4
Cc1ccccc1S(=O)(=O)Cc1ccc(C(=O)N2CCN(c3ccccc3F)CC2)o1	28	-0.5	2	-3	10	5	17	-7	-15
O=C(N/N=C/c1ccco1)c1cccc([N+](=O)[O-])c1	42	-0.5	-1	9	-1	1	-9	28*	5
O=C(O)C1CCC(N2C(=O)C3CCCCC3C2=O)CC1 (stereo not drawn)	6	1.6	-1	-7	24	-23	5	-1	-9
C/C(=N\Nc1cccc(C(=O)O)c1)c1ccc2c(c1)Nc1ccccc1S2	.	0.2	1	13	.	-12	1	-3	0
